High-throughput results as filed in PubChem BioAssay.
Mito fusion act: mitochondrial division inhibition or fusion activation | S. cerevisiae fusion-defective mutant growth rescue, CellTiterGlo 48 h | Potency, µM (highest dose often 46.1 µM), without a hit: top-dose growth rescue (activation), actives largely listed as activators | 0.23% of 320,000 active | AID 485298;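 note: potency is the fitted concentration of half-maximal effect; % of control where 0% means no effect; nearly all actives have a fitted effect of over 45% in size; temperature-sensitive fusion mutants such as fzo1-1 at 37 °C on non-fermentable ethanol glycerol medium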
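Compounds are tested for their ability to restore growth of mitochondrial fusion-defective yeast strains at non-permissive 37C in YPEG medium over 48 hours. Viability is quantified by luciferase luminescence.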
S-ASM inh: blocks human secretory acid sphingomyelinase | 0.006% of 340,000 active | placental ASM, HMU-PC fluorogenic substrate, 60 min | AID 504937 | Potency, µM (doses to about 57.5 µM), without a hit: at the top dose activity change, negative = inhibition, most hits filed as inhibitors; note: potency is the fitted concentration of half-maximal effect
Target sequence (P17405 47-631 limits assumed): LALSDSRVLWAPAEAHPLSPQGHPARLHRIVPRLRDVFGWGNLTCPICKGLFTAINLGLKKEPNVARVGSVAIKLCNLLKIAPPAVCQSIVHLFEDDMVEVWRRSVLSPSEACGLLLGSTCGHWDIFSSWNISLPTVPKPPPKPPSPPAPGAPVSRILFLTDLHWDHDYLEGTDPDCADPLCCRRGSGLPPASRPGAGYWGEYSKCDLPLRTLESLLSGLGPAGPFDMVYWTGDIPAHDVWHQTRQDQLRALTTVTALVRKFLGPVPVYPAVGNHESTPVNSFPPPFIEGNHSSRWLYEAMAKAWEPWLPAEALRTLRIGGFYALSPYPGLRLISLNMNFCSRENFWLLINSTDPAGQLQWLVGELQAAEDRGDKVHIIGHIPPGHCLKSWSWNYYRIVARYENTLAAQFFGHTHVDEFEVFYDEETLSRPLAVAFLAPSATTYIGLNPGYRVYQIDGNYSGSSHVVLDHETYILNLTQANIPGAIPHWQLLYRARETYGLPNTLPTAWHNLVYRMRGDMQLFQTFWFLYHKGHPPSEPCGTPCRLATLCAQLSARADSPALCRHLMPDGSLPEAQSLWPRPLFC
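qHTS format. ASM enzyme prepared from human placenta hydrolyses the fluorogenic substrate HMU-PC0 (9 uM final) over 60 min at 37 °C after a 10 min compound preincubation.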
Menin-MLL TR inh: inhibitors of human menin-MLL interaction, mutant MLL peptide; Menin + Texas Red MLL mutant peptide, fluorescence polarization; O00255; Potency, µM (series often up to 61.6 µM), inactives show at the highest dose FP activity change, negative = inhibition, usual class: inhibitors; 0.23% of 270,000 active; active = well fitted inhibition curve with a large enough effect in the polarisation, with a control signal flat, not every such curve was filed as active; inconclusive = small, poorly fitted or top-dose-only effect, or effect the other way, or a change in a side signal; inactive = no such curve, though single readings can be large or run the other way; the % refers to the polarisation; note: potency is the fitted concentration of half-maximal effect; % of control where 0% means no effect; many of its hits are not listed in these tables
MBNL1-CUG inh: blocks human MBNL1 binding to CUG repeat RNA; 0.036% of 280,000 active; Potency, µM (top dose mostly 57.5 µM), inactives show at the highest dose activity change, negative = inhibition, hits mostly inhibitors; TR-FRET MBNL1-His/biotin-(CUG)12 binding, 665/545 ratio; active = well fitted inhibition curve with a large enough effect in the signal ratio, with a control signal flat, not every such curve was filed as active; inconclusive = small, poorly fitted or top-dose-only effect, or effect the other way, or a change in a side signal; inactive = no such curve, though single readings can be large or run the other way; the % refers to the signal ratio; note: potency is the fitted concentration of half-maximal effect; % is set by controls: 0 for no effect and ±100 for the full control effect
Target sequence (Q9NR56 whole entry, looked up): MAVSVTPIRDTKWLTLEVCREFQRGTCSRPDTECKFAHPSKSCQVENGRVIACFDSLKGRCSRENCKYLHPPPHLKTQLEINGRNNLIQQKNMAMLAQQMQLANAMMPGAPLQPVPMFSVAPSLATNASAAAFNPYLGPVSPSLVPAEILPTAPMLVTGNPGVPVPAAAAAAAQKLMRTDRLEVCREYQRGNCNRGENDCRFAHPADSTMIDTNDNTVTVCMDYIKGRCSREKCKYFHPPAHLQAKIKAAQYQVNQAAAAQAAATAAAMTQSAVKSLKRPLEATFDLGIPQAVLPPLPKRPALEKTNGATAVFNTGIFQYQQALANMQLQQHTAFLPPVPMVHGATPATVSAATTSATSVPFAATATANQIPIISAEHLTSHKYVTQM
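TR-FRET between His-tagged MBNL1 and biotin-(CUG)12 RNA, detected with Tb anti-His antibody (0.055 ng/ul) and streptavidin-XL665 (5 nM), 60 min at room temperature. Compounds titrated 92 nM to 58 uM; 665/545 nm ratio normalized to buffer and complex controls.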
A-T KAP1 phos: potential ataxia-telangiectasia treatments restoring KAP-1 phosphorylation | […] A-T fibroblasts, KAP-1 phosphorylation AlphaLISA; neocarzinostatin DNA damage 30 min before lysis | Potency, µM (top dose mostly 57.5 µM), for inactives: top-dose activation, hits mostly activators | 0.19% of 320,000 active; note: potency is the fitted concentration of half-maximal effect; % of control where 0% means no effect; nearly all actives have a fitted effect of over 45% in size
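hTERT-immortalized A-T patient fibroblasts ([…]), 500 cells/well in OPTI-MEM, 1% FBS, got compounds for 60 min, then NCS for 30 min at 37C. Lysates were then assayed for phospho-KAP-1 by AlphaLISA (anti-pKAP1 donor, anti-KAP1 acceptor beads), 6 hr at 25C.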
CXXC DNA block: MLL CXXC-DNA interaction inhibition; MLL-CXXC / FITC-HOXA9 DNA fluorescence polarization; Potency, µM (series often up to 115 µM), inactives show top-dose activity change, negative = inhibition, usual class: inhibitors; 0.037% of 290,000 active; active = well fitted inhibition curve with a large enough effect in the polarisation, with a control signal flat, not every such curve was filed as active; inconclusive = small, poorly fitted or top-dose-only effect, or effect the other way, or a change in a side signal; inactive = no such curve, though single readings can be large or run the other way; the % refers to the polarisation; note: potency is the fitted concentration of half-maximal effect
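Purified MLL-CXXC (added from a 7 uM solution) was preincubated 5 min at ambient with pinned compounds in 50 mM Tris-HCl pH 7.5, 50 mM NaCl, 1 mM DTT, 0.05% BSA. Fluorescein-labeled HOX-A9 DNA (50 nM solution) followed, 30 min, then polarization read.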
TSHR antag: blocks TSH signaling through the human TSH receptor | P16473 | TSHR-expressing cells, TSH-stimulated cAMP HTRF, 2 h; stronger effect = lower value | activity change, negative = inhibition, % at 11.5 µM | 0.2% of 330,000 active | AID 504810;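 active = activity change below a set negative limit, meaning inhibition stronger than a set level, cut at about -70% in these data; inconclusive = activity change between two set negative limits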; note: % is set by controls: 0 for no effect and ±100 for the full control effect
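Freshly harvested TSHR cells receive pin-tooled compound, then EC80 TSH at 4nM final. After 2 hours at 37 deg C, antibody in lysis buffer and cAMP-d2 are added; 30 minutes at ambient temperature precede the HTRF read.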
PTAP TSG101 blk: blocks PTAP/TSG101 interaction to inhibit HIV-1 budding. Q99816. Fluorescence polarization, FITC-PTAP peptide / Tsg101 binding. Potency, µM (top dose mostly 115 µM), inactives show at the highest dose activity change, negative = inhibition, most hits filed as inhibitors. 340,000 tested, under 10 active. AID 493005; active = well fitted inhibition curve with a large enough effect in the main read-out, with a control signal flat, not every such curve was filed as active; inconclusive = small, poorly fitted or top-dose-only effect, or effect the other way, or a change in a side signal; inactive = no such curve, though single readings can be large or run the other way; note: potency is the fitted concentration of half-maximal effect; % of control where 0% means no effect
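Fluorescence anisotropy tracks displacement of a FITC-tagged PTAP peptide (50 nM) from the Tsg101 binding domain (10 uM), following a 20 min room-temperature incubation at pH 7.5.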
TCR activator: activates T cell receptor signaling | primary human leukocytes, anti-CD3, IL-2 HTRF, 48 h | Potency, µM (series often up to 9.22 µM), without a hit: at the highest dose activation of IL-2 secretion, most hits filed as activators | 330,000 tested, under 10 active | AID 504894; note: % of control where 0% means no effect
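Readout: HTRF IL-2, Eu-cryptate/d2 antibody pair, 320nm excitation, 665nm emission. Stimulus: a-CD3 beads, no co-stimulation. Cells: primary human leukocytes. Exposure: 48 hr with compound.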
a7 integrin act: activators of alpha7 integrin expression for muscular dystrophy; alpha7betagal myoblasts, beta-gal FDG fluorescence, 48 h; Potency, µM (top dose mostly 38.3 µM), without a hit: at the highest dose activation, usual class: activators; 0.064% of 350,000 active; AID 624291;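 note: potency is the fitted concentration of half-maximal effect; 100% = response of the positive control SU9516; nearly all actives have a fitted effect of over 60% in size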
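Alpha7betagal+/- myoblasts (passage 13) were plated 16-24 hr, then exposed to compounds (1:260 dilution of DMSO stock) for 48 hours at 37C. After MPER lysis, β-galactosidase reporter activity was read as FDG fluorescence (ex 480/em 540) after 30 minutes.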
* marks the source's active call; other numbers are inactive results; ? = inconclusive; . = not tested or not shown; & = joins results of further samples; [ ] = dose if it differs, or a comment. Unless noted, calls come from the whole dose curve; as a rule, active = well fitted curve in the direction sought with a large enough effect; inconclusive = small, poorly fitted or top-dose-only effect, or another doubt; inactive = no such curve, though single readings can be large; an effect the other way counts as inactive or inconclusive. This is a subset. The share of hits here may be higher or lower than overall.

canonical_smiles	Mito fusion act	S-ASM inh	Menin-MLL TR inh	MBNL1-CUG inh	A-T KAP1 phos	CXXC DNA block	TSHR antag	PTAP TSG101 blk	TCR activator	a7 integrin act
CC(=O)Nc1ccc(NC(=O)CSc2nc3ccccc3nc2N2CCC(C)CC2)cc1	9%	-9%	64%[activator]	25%	0%	-7%	4	0%	4%	13%
CCCCC(=O)Nc1cccc(NC(=S)NC(=O)Cc2ccccc2)c1	-3%	0%	14%	.	4%	4%	-3	-2%	-3%	18%
COc1ccc(S(N)(=O)=O)cc1C(=O)NCC(C)(C)N1CCOCC1	10%	3%	-20%	2%	2%	-4%	6	-3%	4%	-39%
CCCCCCSc1ccc(-c2nc3ccc(Cl)cn3c2NCCCC)cc1OC	.	137%[activator]	.	.	15%	.	-83*	-5%	0%	14%
COc1ccccc1NC(=O)C1CCCN(c2cnccn2)C1 (centres undefined)	6%	19%	-16%	2%	-2%	23%	-3	0%	12%	-5%
Cc1cc(C)c(NC(=O)c2cc3c(nc4sccn43)s2)c(C)c1	17%	0%	8%	20%	6%	1%	-1	-12%	.	-9%
COc1ccc(C(c2c(C)n(C)n(-c3ccccc3)c2=O)c2c(C)n(C)n(-c3ccccc3)c2=O)cc1	0%	3%	-12%	-2%	7%	-4%	12	1%	2%	-24%
CCn1c(=O)n(-c2ccc(Cl)cc2)c(=O)c2c3c(sc21)COC(C)(C)C3	5%	1%	12%	-13%	1%	-7%	-1	-1%	1%	13%
O=C(N/N=C/c1cccnc1)c1cc(Br)ccc1O	13%	-1%	35%[activator]	7%	0%	-4%	2	1%	4%	6%
CCN(CC)S(=O)(=O)c1cc(NC(=O)c2cc(-c3ccccn3)nc3ccccc23)ccc1C	-9%	-21%	22%	5%	3%	0%	-2	-4%	6%	-16%
CC1Cc2ccccc2N1C(=O)CSc1nc(-c2ccccc2)cs1 (centres undefined)	16%	-7%	3%	?	2%	8%	-20	3%	-2%[46.1 µM]	2%
CNC(=O)c1ccsc1NC(=O)C1CCN(S(=O)(=O)c2ccc(Cl)s2)CC1	?	-6%	.	.	8%	.	-14	-4%	0%	-10%
CSCCC(NC(=O)c1ccccc1Cl)C(=O)NCC(c1ccco1)N1CCCCC1 (centres undefined)	-5%	1%	.	.	-1%	.	2	-6%	8%	5%
COc1ccc(C2=C(O)C(C)N(c3ccccc3)C2=N)cc1OC (centres undefined)	-4%	1%	-2%	10%	3%	-12%	3	-4%	6%	20%
O=C(NCC(=O)N(c1ccccc1F)C(C(=O)NCC1CCCO1)c1ccccc1)c1ccco1 (centres undefined)	-2%	-1%	-9%	1%	-2%	2%	2	-3%	.	12%
Cc1ccc(C2=NS(=O)(=O)N(C)C(C(=O)N3CCCCC3)=C2)cc1	-1%	13%	6%	4%	10%	.	8	-2%	-2%	-6%
CCOC(=O)/C=C1\SCC(=O)N1CC(=O)Nc1ccc2c(c1)CCC2	-5%	-3%	6%	-4%	-1%	15%	-1	-4%	-5%	-19%
Nc1ccn([C@H]2C[C@H](O)[C@@H](CO)O2)c(=O)n1	-2%&0%	1%&6%	15%	4%	-1%&-3%	-7%	-3&-4	-1%&-2%	7%&9%	.
COc1ccc(CN(C(=S)Nc2ccccc2)C2CC(=O)N(c3ccc(F)cc3)C2=O)cc1 (centres undefined)	6%	-4%	-3%	1%	8%	20%	-36	-1%	9%	3%
COc1ccc(/C(C)=N/NC(=O)CNC(=O)/C=C\c2ccco2)cc1	6%	3%	-19%	14%	-1%	-2%	-6	-3%	-16%	31%
CC1CCC2(CC1)NC(=O)N(NC(=O)c1cccc(N(C)C)c1)C2=O (centres undefined)	0%	-6%	.	.	3%	.	6	0%	0%	5%
Cc1cc(C)c(-c2csc(NC(=O)CCCc3nc4ccccc4c(=O)[nH]3)n2)c(C)c1	-2%	3%	.	.	-5%	.	-11	0%	2%	-43%[inhibitor]
Cc1[nH]c2ccccc2c1C(=O)COC(=O)Cn1cnc2ccccc21	-2%	-12%	15%	-12%	6%	1%	7	0%	-7%[46.1 µM]	-18%
COc1cc(C(c2sc3nc(C)nn3c2O)N2CCc3ccccc3C2)cc(OC)c1OC (centres undefined)	-1%	3%	-9%	2%	-7%	-6%	3	-4%	-2%	8%

Reprinted at random: 3 entries already listed, in no set order.
canonical_smiles	Mito fusion act	S-ASM inh	Menin-MLL TR inh	MBNL1-CUG inh	A-T KAP1 phos	CXXC DNA block	TSHR antag	PTAP TSG101 blk	TCR activator	a7 integrin act
COc1cc(C(c2sc3nc(C)nn3c2O)N2CCc3ccccc3C2)cc(OC)c1OC (centres undefined)	-1%	3%	-9%	2%	-7%	-6%	3	-4%	-2%	8%
COc1ccc(/C(C)=N/NC(=O)CNC(=O)/C=C\c2ccco2)cc1	6%	3%	-19%	14%	-1%	-2%	-6	-3%	-16%	31%
COc1ccc(CN(C(=S)Nc2ccccc2)C2CC(=O)N(c3ccc(F)cc3)C2=O)cc1 (centres undefined)	6%	-4%	-3%	1%	8%	20%	-36	-1%	9%	3%

Further structures
canonical_smiles	Mito fusion act	S-ASM inh	Menin-MLL TR inh	MBNL1-CUG inh	A-T KAP1 phos	CXXC DNA block	TSHR antag	PTAP TSG101 blk	TCR activator	a7 integrin act
CCCc1nc2ccccc2c(=O)n1NC(=O)c1c(O)c2ccccc2[nH]c1=O	-10%	-2%	?	-6%	6%	-19%	17	.	.	-17%
O=C(NCCCN1CCc2ccccc2C1)Nc1ccc(Cl)cc1	-10%	3%	1%	-2%	-4%	15%	16	-1%	8%	8%[7.66 µM]
COc1cccc(N/C=C(\C#N)c2ccc(OCCCF)cc2)c1	-4%	-15%	11%	1%	-2%	4%	-2	-3%	7%	3%
CN(C)c1cc(-c2ccc([N+](=O)[O-])cc2)oc(=O)c1Cl	-1%	-3%	.	?	-5%	-10%	1	-3%	-52%	3%
CC(=O)N1CCN(C(=O)C2(NC(=O)Nc3ccccc3Cl)CCCCC2)CC1	0%	1%	4%	-6%	5%	-5%	1	0%	-2%	12%
COc1cc(/C=N/NC(=O)c2nonc2C)ccc1O	1%	-1%	-6%	?	-1%	0%	-3	1%	3%	2%
CCc1cc2c3c([nH]c2cc1S(=O)(=O)N1CCC2(CC1)OCCO2)CCCC3=O	14%	-2%	2%	-14%	0%	5%	-4	0%	-9%	-54%[inhibitor]
O=C(O)c1csc(-c2ccc(Cl)cc2)n1	8%	1%	-9%	4%	2%	-10%	4	-4%	4%	-25%
CC(C)C(=O)Nc1ccc2nn(-c3ccc(F)cc3)nc2c1	5%	40%[activator]	11%	42%[activator]	2%	9%	-13	-8%	7%	-40%
Oc1cccc(C=NCc2ccccc2)c1O	-5%	2%	-13%	?	5%	-1%	-4	-3%	5%	-57%[inhibitor]
Cc1cc(C)c(C(=O)OCC(=O)Nc2cccc(S(=O)(=O)N3CCCCC3)c2)c(C)c1	1%	-8%	.	.	-4%	.	-12	-4%	-1%	-45%
Cc1cc(C)cc(NC(=O)c2cc(Cl)sc2Cl)c1	-1%	-2%	-2%	-7%	8%	-2%	-21	-3%	0%[46.1 µM]	-3%
COc1ccccc1CCC(=O)OC(C)C(=O)Nc1c(C)n(C)n(-c2ccccc2)c1=O (centres undefined)	-1%	3%	.	.	7%	.	-3	0%	-5%	8%
N=c1ncn(Cc2ccccc2)c2nc(SCCOc3ccccc3)[nH]c12	0%	15%	19%	-12%	1%	0%	7	0%	-5%[46.1 µM]	-17%
CCOC(=O)c1oc2ccccc2c1CN1CC(C)OC(C)C1 (centres undefined)	1%	-2%	.	-3%	6%	-1%	11	-2%	0%	-20%
CC1(C)C[C@@H]2C[C@@](C)(CN2C(=O)c2ccccc2)C1	5%	2%	.	-9%	-8%	4%	-5	-1%	0%	15%
CC(C)c1nnc(NC(=O)c2ccc3c(c2)OCO3)s1	1%	1%	-16%	-4%	6%	-2%	-4	-1%	2%	19%
O=C(NCC(=O)N1CCN(S(=O)(=O)/C=C/c2ccccc2)CC1)c1ccccc1F	29%	4%	?	2%	-1%	-3%	7	2%	-1%	-25%
